PolyA inh = blocks polyadenylation in yeast reporter cells; calls only at 12 µM; AID 1875; actives 0.02% (n = 300,000); S. cerevisiae SKY197-pL101 polyadenylation reporter, beta-gal luminescence; efflux-impaired pdr1/pdr3 knockout yeast; score 100 = 6 SD above DMSO;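 active = lowest replicate activity score at least 50, where 100 means six control SD above control mean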;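 also: yeast exposed to compound for 9 h at 30 °C; higher score means more reporter readthrough which indicates perturbed polyadenylation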
HDAC3 inh = inhibitors of human histone deacetylase 3. O15379. recombinant HDAC3, fluorogenic peptide/trypsin coupled, fluorescence. inhibition, % at 8.3 µM. actives 0.15% (n = 320,000). AID 2718; in the data active = inhibition above about 26%, passing the limit was not always enough
Target sequence (O15379 whole entry, looked up): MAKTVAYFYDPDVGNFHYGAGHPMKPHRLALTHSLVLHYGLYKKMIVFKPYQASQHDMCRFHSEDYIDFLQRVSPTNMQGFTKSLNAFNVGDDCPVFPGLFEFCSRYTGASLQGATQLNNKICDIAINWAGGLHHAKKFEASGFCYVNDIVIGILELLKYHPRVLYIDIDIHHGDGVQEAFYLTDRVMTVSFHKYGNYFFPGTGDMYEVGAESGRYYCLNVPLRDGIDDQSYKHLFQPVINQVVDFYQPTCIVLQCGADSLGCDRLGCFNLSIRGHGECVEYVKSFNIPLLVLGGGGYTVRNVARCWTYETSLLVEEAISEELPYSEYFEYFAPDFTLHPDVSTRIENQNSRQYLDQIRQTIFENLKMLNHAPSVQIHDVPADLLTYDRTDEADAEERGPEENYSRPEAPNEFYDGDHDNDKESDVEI
AI-2 QS modul = modulators of Vibrio harveyi AI-2 quorum sensing system. Vibrio harveyi JMH597 AI-2 luminescence/OD600 ratio, 9 h; stronger effect = lower value; strain lacks LuxN and CqsS sensors; 0 = neutral-control median. activity change, % at 7.5 µM. actives 0.4% (n = 300,000). AID 2094; in the data active = activity change below about -75%, passing the limit was not always enough;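 also: luminescence divided by OD600 gain over 9 h not by final OD600 alone; inactives centre near 13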
GSK3A inh = human GSK-3 alpha kinase inhibition; inhibition, % at 10 µM; P49840; actives 0.1% (n = 320,000); AID 2650; ADP-Glo luminescence, 60 min;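 in the data active = inhibition above about 50%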;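 also: GST-tagged GSK-3 alpha with peptide substrate and 25 µM ATP; 0% = DMSO neutral wells and 100% = GW8510 positive control wells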
GSK3beta inhib = human GSK3beta kinase inhibition | GST-GSK3beta kinase, ADP-Glo luminescence, 60 min; stronger effect = lower value | activity score (negative = inhibition), % at 10 µM | actives 0.038% (n = 300,000) | AID 2097;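 active = more than half of replicate wells score below -50%, meaning over 50% inhibition versus plate controls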;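 also: 0% = median DMSO wells and -100% = median GW8510 positive control wells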
Target sequence (P49841 whole entry, looked up): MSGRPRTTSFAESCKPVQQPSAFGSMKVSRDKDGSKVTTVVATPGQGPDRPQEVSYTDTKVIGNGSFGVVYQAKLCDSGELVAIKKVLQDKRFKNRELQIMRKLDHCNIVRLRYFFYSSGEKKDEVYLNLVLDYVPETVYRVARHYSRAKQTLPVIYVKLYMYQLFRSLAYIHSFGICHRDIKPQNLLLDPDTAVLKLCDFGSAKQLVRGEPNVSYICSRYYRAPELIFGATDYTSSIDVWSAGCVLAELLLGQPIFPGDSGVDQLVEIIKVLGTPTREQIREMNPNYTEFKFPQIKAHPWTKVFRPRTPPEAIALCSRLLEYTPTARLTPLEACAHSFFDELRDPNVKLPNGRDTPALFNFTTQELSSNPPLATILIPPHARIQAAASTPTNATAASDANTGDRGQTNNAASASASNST
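Assay system: GST-tagged human GSK3beta kinase, cell-free; Input: 1.6 ng GSK3beta; Medium: Tris/MgCl2 kinase buffer; Timing: 60 min enzyme reaction, room temperature; Signal: ADP-Glo luminescence quantifying ADP generated by kinase; Evaluation: score relative to plate controls; Benchmarks: DMSO neutral wells and GW8510 at 20 µM as positive.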
HSF1 inhib = HSF1 inhibition | NIH3T3-HGL HSE-luciferase, MG132-induced, luminescence 8 h; stronger effect = lower value | activity change, negative = inhibition, % at 7.5 µM (by protocol) | actives 0.77% (n = 300,000);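 active = more than half of replicate wells show activity change below -50%, luminescence cut by over half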;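 also: luciferase reports HSF-1 transcriptional activity via heat shock element; 0% = median of DMSO wells and -100% = zero luminescence signal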
HSP90 refold inh = blocks HSP90-mediated luciferase refolding in reticulocyte lysate | actives 0.91% (n = 290,000) | inhibition, % at 5.6 µM | AID 1789 | Rabbit reticulocyte lysate, luciferase refolding luminescence, 3 h;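 active = inhibition above the screen-wide mean plus 3 SD, computed separately per campaign, cut at about 16% in these data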;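 also: 0% = DMSO wells and 100% = 60 µM geldanamycin wells; inhibitors lower the luminescence because luciferase stays unfolded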
DYRK1A inh = Dyrk1A (rat) kinase inhibition. Q63470. ADP-Glo luminescence, NFATc1 peptide. inhibition, % at 12.5 µM. actives 0.43% (n = 310,000). AID 504441; in the data active = inhibition above about 50%;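 also: plate controls were vehicle with enzyme for no effect and no enzyme for full effect; many of its hits are not listed in these tables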
Platelet DG rel = platelet dense granule release activity; human platelet-rich plasma, SFLLRN dense granule ATP release, luminescence; inhibition, %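 (compounds screened at 7.5 µM in platelet-rich plasma)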; actives 0.22% (n = 300,000); AID 1663;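 active = mean replicate score, as percent of positive control, at or above 50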
HSF-1 act = increases HSF-1 driven luciferase reporter signal | NIH3T3-HGL HSF-1 luciferase reporter, MG132, 8 h; 100% = twice DMSO control signal | activation, % at 9 µM | actives 1.7% (n = 300,000);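 active = mean replicate activation of at least 50% with a set share of replicates each reaching 50%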;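 also: 0% = median of the neutral control wells and 100% = twice that signal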
The depositor's hits bear a star; i = inactive; · = not tested or not shown.

SMILES,PolyA inh,HDAC3 inh,AI-2 QS modul,GSK3A inh,GSK3beta inhib,HSF1 inhib,HSP90 refold inh,DYRK1A inh,Platelet DG rel,HSF-1 act
COc1ccc(CC(=O)OCC(=O)Nc2cccc(Cl)c2)cc1,i,·,-71,·,-3,1,2,·,-6,-6
Cc1nc(C(=O)NCc2ccccc2)sc1C1(C)CC(c2ccccc2)=NO1 (stereo not drawn),i,7,-6,0,1,0,·,2,-4,3
CC(C(=O)NCCc1ccccc1)N1c2cccc3cccc(c23)S1(=O)=O (stereo not drawn),i,-4,4,1,1,-2,-3,-2,5,3
CCC(Sc1nnc(C)s1)C(=O)Nc1nccs1 (stereo not drawn),i,12,20,2,-2,-1,-1,-3,-2,-4
COc1ccc(CNc2nc3c(c(=O)[nH]c(=O)n3C)n2Cc2ccccc2C)cc1,i,7,3,0,0,-69*,-1,0,26,-79
CCCOC(=O)CCc1n[nH]c(=O)[nH]c1=O,i,-2,13,-1,-1,-5,-1,0,3,13
CN(Cc1ccccc1)S(=O)(=O)c1ccc(Cl)c(C(=O)O)c1,i,-5,17,-2,-3,-4,4,2,4,-14
COc1cccc(CN(C)C(=O)c2cc(-c3ccc(OC)c(OC)c3)nc3ccccc23)c1,i,-11,13,·,0,-10,-5,3,0,-16
Cc1cc(C(=O)N2CCc3ccccc32)n(-c2ccccc2)n1,i,0,4,-2,-5,-7,4,0,30,-1
O=C(O)Cc1ccc(NC(=O)c2cnccn2)cc1,i,-1,34,-1,0,-4,3,-4,3,-4
COc1cccc(COC(=O)CSCC(=O)Nc2cccc(C)c2)c1OC,·,2,17,-1,-5,-9,·,-5,5,-25
COc1ccccc1CNc1cc(CSc2ccc(Cl)cc2)nc(C)n1,i,4,3,-1,0,5,2,8,-12,27
Cn1c(SCC(=O)NC2CCCC2)nnc1-c1ccncc1,i,2,12,-2,0,-7,-6,-8,1,2
N#Cc1c(-c2ccccc2)oc(=O)c2ccccc12,i,1,-2,6,2,-7,0,·,2,-20
COc1ccc(CNC(=O)C2CCN(S(C)(=O)=O)CC2)cc1,i,-1,27,5,-8,4,-2,-3,-2,27
O=c1oc2ccccc2c(Nc2ccccc2)c1[N+](=O)[O-],i,-2,7,-4,2,-1,-2,4,7,-11
O=C(Nc1ccccc1)c1nc2ccccc2s1,i,3,22,0,3,24,10,-2,4,59*
COc1cc(NC(=O)c2cc(C)no2)cc(OC)c1OC,i,-4,16,0,0,-3,-3,·,-9,-3
COc1ccc(S(=O)(=O)N2CCOCC2)cc1NC(=O)COC(=O)C1COc2ccccc2O1 (stereo not drawn),i,-1,23,-2,2,-10,2,-4,-65,-6
Cc1cc(C)cc(C(=O)N2CCCCCC2)c1,i,2,17,8,-11,-10,4,3,-3,0
COc1ccccc1NC(=O)C(C/C=C(\C)Cl)C(C)=O (stereo not drawn),i,-4,2,-2,4,-2,6,-6,-4,14
Cc1cc(NC(=O)COC(=O)COc2ccc3c(c2)CCC3)no1,i,0,45,-2,1,-4,-2,4,0,-5
C=C(C)CNC(=S)N/N=C\c1ccc2c(c1)OCO2,i,3,-5,-3,-1,20,·,9,-2,35
Cc1ccc(NC(=O)COc2ccc(-c3nnco3)cc2)cc1S(=O)(=O)N1CCOCC1,i,-2,15,-1,0,-5,5,-7,-12,13
Cc1ccc(C(=O)C2=C(O)C(=O)N(CCCN3CCOCC3)C23C(=O)N(C)c2ccccc23)o1 (stereo not drawn),i,2,13,5,3,-7,-4,15,0,2
Cc1cc(C)nc(SCCC(=O)Nc2ccccc2)n1,i,4,4,-3,1,-3,-4,-3,16,-17
Cc1ccc(NC(=O)NC(=O)N(C2CCCCC2)S(=O)(=O)c2ccccc2)cc1,i,7,-7,-4,3,13,-6,7,-2,30
O=C(NN=C1CCCC1)c1ccc([N+](=O)[O-])cc1,i,4,21,-1,2,-3,1,-1,0,6
CC(NC(=O)c1ccc2c(c1)OCO2)C(c1cccs1)N1CCOCC1 (stereo not drawn),i,0,15,-2,-2,5,4,-4,-1,6
Cc1nnc(SCc2cccc([N+](=O)[O-])c2)o1,i,11,8,-1,0,-1,1,1,0,7
Cc1ccc2c(Cl)cc(Cl)c(OCC(=O)N(C(C)C)C(C)C)c2n1,i,-5,10,-2,11,5,2,-6,-5,29
O=C(COc1cccnc1[N+](=O)[O-])NCc1ccc2c(c1)OCO2,i,1,-41,2,-1,0,1,14,-11,-2
CC(C)CN(CC(C)C)C(=O)C12CCC(C)(C(=O)C1)C2(C)C (stereo not drawn),i,3,13,-2,0,5,2,4,7,22
Cc1ccc(S(=O)(=O)NCC(=O)OCC(=O)c2ccc(Cl)s2)cc1,i,-7,31,-1,0,-3,-4,1,1,-3
Cc1ccc2nc3c(c(Nc4ccc(O)cc4)c2c1)CCC3,i,·,12,2,-1,4,0,2,1,20
Cc1ccccc1NC(=O)c1c([N+](=O)[O-])cnn1C,i,2,11,1,1,-11,0,-2,0,-8
Cc1cc(/C=N\NC(=O)CC(=O)NC2CCCCC2)c(C)n1-c1ccc(Cl)c(Cl)c1,i,6,8,-1,2,11,0,0,-3,34
COC(=O)C1=C(N)Oc2cc(C)n(CC3CCCO3)c(=O)c2C1c1ccc(Cl)cc1 (stereo not drawn),i,0,11,0,1,-1,1,5,9,25
Cc1onc(-c2c(F)cccc2Cl)c1C(=O)N1CCOC12CCCCC2,i,-8,-4,0,1,-12,-1,-4,6,12
Cc1ccccc1Nc1cccc2nonc12,i,1,7,8,1,-1,0,2,-2,-2
Cc1ccc(OCCN2CCOCC2)cc1C,i,-2,31,3,0,3,-5,2,3,-12
N#C/C(=C\c1cccc2ccccc12)c1nn(-c2ccccc2)c(N)c1C#N,i,8,3,1,0,16,2,·,1,33
Cc1cccn2c(CNC3CCCc4ccccc43)c(C(=O)N3CCOCC3)nc12 (stereo not drawn),i,·,17,·,3,3,1,14,0,1
CCN(CC)CC(=O)c1c(N)n(Cc2ccccc2)c(=O)n(C)c1=O,i,-3,5,0,-1,2,0,1,7,-6
COCCN=c1scc(-c2ccccc2)n1/N=C/c1c[nH]c2ccccc12,i,-2,16,-5,0,-7,0,1,-2,16
O=C(O)CCn1ccc2cc(S(=O)(=O)N3CCCCCC3)ccc21,i,1,8,1,3,1,0,6,2,-15
O=C(/C(=N/O)n1cncn1)c1ccccc1Cl,i,0,17,2,-8,4,5,·,-21,2
O=C(O)CC1(CC(=O)NCc2ccccn2)CCCCC1,i,3,7,-2,1,0,1,-7,-2,15
O=c1c2ccccc2ncn1CCCOc1ccccc1[N+](=O)[O-],i,1,18,0,0,-3,-9,3,-10,6
COc1cccc(NC(=O)C(NC2CCCC2)c2ccccc2)c1 (stereo not drawn),i,4,12,-1,0,1,1,-3,-25,3
O=C(Oc1ccc(=O)n(-c2ccccc2)n1)c1cccc(Cl)c1,i,44*,13,-1,2,-11,-1,10,10,1
Cc1cc(C)n(Cc2ccccc2F)c(=O)c1C#N,i,-1,8,2,-1,-4,-2,0,9,3
O=C(COc1ccc(F)cc1Br)N1CCc2ccccc21,i,7,0,-2,-2,23,0,-11,4,80*
CCn1c2ccccc2c2cc(NC(=O)c3ccco3)ccc21,i,4,8,-3,-2,8,1,2,3,14
COc1ccc(CCNC(=O)CSc2c[nH]c3ccccc23)cc1OC,i,·,18,-1,1,-2,1,3,2,-21
c1ccc(OCc2nn3c(Cn4nnc5ccccc54)nnc3s2)cc1,i,4,21,-5,0,7,-1,-2,-7,3
COc1cccc(-c2nc(CS(=O)(=O)CC(=O)NCCc3ccccc3)c(C)o2)c1,i,-6,12,0,3,0,0,-4,-7,-10
COC(=O)c1ccc(NC(=O)CSc2nnc(-c3ccccc3Br)n2-c2ccccc2)cc1,i,9,13,2,0,15,·,·,11,25
COC(=O)[C@@H]1C[C@H]2CC[C@H](O)C[C@H]2N1Cc1ccccc1OC(=O)c1cccs1,i,3,2,2,1,-4,·,12,6,11
COc1ccccc1NC(=S)NNC(=O)c1nn(C)c(C)c1Br,i,0,8,-3,3,17,-1,6,14,11

Further results follow:
SMILES,PolyA inh,HDAC3 inh,AI-2 QS modul,GSK3A inh,GSK3beta inhib,HSF1 inhib,HSP90 refold inh,DYRK1A inh,Platelet DG rel,HSF-1 act
COc1ccc(OC)c(C2=NOC(C(=O)N3CCN(c4ccccc4)CC3)C2)c1 (stereo not drawn),i,-3,17,-3,-1,0,-2,-6,1,9
Cc1ccc(C)c(NC(=O)C(=O)NCCc2c[nH]c3ccccc23)c1,i,-2,3,2,2,5,-2,-2,-2,-5
O=C(CC1Nc2ccccc2NC1=O)NC1CCCCC1 (stereo not drawn),·,2,20,4,1,·,4,1,-21,·
COCCn1c(SCC(=O)NCc2ccc3c(c2)OCO3)nnc1C(C)C,i,1,9,-3,4,-9,5,2,-1,3
CC1CC(C)CN(S(=O)(=O)c2ccc3c(c2)CC(C)N3C(=O)C2CCC2)C1 (stereo not drawn),·,5,20,1,1,-5,1,-1,9,-1
O=C(NCCc1ccc(Cl)cc1)C(=O)c1c[nH]c2ccccc12,i,2,10,-4,0,8,1,-3,3,20
CCN(CC)C(=O)CSc1nc2ccccc2c(=O)n1-c1cccc(OC)c1,i,2,26,1,-3,-4,3,-9,-6,-10
Cc1ccc(/C=C/C(=O)NN2CCN(C)CC2)cc1,i,3,27,3,-3,4,-1,-6,0,9
Cc1ccc(Cl)cc1N1CCN(C(=O)C2CCN(S(C)(=O)=O)CC2)CC1,i,0,1,5,-3,-2,3,1,16,11
CC(SC(=S)N1CCCC1)C(=O)O (stereo not drawn),i,1,-1,-4,4,0,-7,-5,1,13
C/C(=N\Nc1ccc(C(=O)O)cc1)c1ccc2c(c1)Nc1ccccc1S2,i,-3,47,4,1,-5,24*,22,3,-4

Screening results (PubChem)

These rows are one share of the data; count on the stated rates, not on these rows.
